Assay outcomes deposited in PubChem BioAssay by NMMLSC.
Bcl-B Bim block: inhibitors of Bim-Bcl-B binding, primary screen, biochemical, multiplexed, human Bcl-2 family. bead-based flow cytometry, Bim peptide-Bcl-B binding. inhibition, % at 10 µM. 190,000 tested, 0.073% active. AID 951, 2007;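 further: 0% = tracer peptide without compound and 100% = reference inhibitor peptide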
Target sequence (Q9HD36 whole entry, looked up): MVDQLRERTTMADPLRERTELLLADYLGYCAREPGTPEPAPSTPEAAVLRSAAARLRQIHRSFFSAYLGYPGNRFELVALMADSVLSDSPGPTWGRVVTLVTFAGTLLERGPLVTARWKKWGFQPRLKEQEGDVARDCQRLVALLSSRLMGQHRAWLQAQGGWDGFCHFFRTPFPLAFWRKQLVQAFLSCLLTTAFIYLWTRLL
ABCG2 inh: ABCG2 efflux pump inhibitors, primary screen, multiplex with ABCB1, IgMXP3 cells, flow cytometry | Broad substrate specificity ATP-binding cassette transporter ABCG2 (Homo sapiens), Q9UNQ0 | JC-1 efflux | inhibition, % at 6.6 µM | 190,000 tested, 0.1% active | AID 1325, 2008;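 active means inhibition above 80%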;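 further: 0% = DMSO and 100% = nicardipine control wells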
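Test system: IgMXP3 cells (ABCG2) mixed with DDAO far-red-labelled CCRF-Adr cells (ABCB1). Reagent: JC-1 transporter substrate. Compound dosing: single test compound dose, 6.6 µM final. Times: 10 min compound exposure, 25 °C. Detection: flow cytometry of retained JC-1 fluorescence. Read-out basis: efflux inhibition in percent versus controls. Controls: nicardipine and DMSO wells.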
RGS4-Gao reg: modulators of RGS4 binding to Galphao, primary screen, biochemical, multiplexed bead flow cytometry | Guanine nucleotide-binding protein G(o) subunit alpha (Homo sapiens), P09471 | actives lie on both sides | binding response (% of control), % at 10 µM | 220,000 tested, 0.33% active; in the data active means binding response below about 49% or above about 150%; inactive means in between;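 further: fluorescent Galphao activated with aluminum fluoride binding bead-coupled RGS4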
Bcl-W Bim block: inhibitors of Bim binding to Bcl-W, primary screen, biochemical, multiplexed, bead-based flow cytometry. Bim peptide-Bcl-W binding. 190,000 tested, 0.02% active. Bcl-2-like protein 2 (Homo sapiens), Q92843. AID 952, 2007. inhibition, % at 10 µM;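 further: 0% = bound tracer without compound and 100% = peptide blocker; higher means less fluorescent Bim peptide bound to Bcl-W beads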
Target sequence (Q92843 whole entry, looked up): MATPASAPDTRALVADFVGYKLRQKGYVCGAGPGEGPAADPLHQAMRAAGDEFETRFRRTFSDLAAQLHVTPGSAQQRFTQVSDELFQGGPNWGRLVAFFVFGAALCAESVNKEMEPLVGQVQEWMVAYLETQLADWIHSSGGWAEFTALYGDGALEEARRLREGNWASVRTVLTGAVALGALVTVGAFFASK
Bcl-2 Bim block: inhibitors of Bim-Bcl-2 binding, primary screen, biochemical, multiplexed, human Bcl-2 family | Apoptosis regulator Bcl-2 (Homo sapiens), P10415 | Bead-based flow cytometry, Bim peptide-Bcl-2 binding | inhibition, % at 10 µM | 190,000 tested, 0.06% active | AID 950, 2007; in the data active means inhibition above about 40%; inconclusive means no clear call, values can overlap the other calls;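 further: 0% = no compound wells with probe peptide and 100% = reference peptide inhibitor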
Target sequence (P10415 whole entry, looked up): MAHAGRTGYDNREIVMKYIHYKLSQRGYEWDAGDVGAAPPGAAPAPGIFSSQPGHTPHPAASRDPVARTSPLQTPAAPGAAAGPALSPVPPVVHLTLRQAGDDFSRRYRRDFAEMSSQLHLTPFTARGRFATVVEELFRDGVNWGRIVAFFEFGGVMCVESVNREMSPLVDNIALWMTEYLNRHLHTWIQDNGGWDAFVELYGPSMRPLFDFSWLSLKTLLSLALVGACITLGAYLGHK
ABCB1 inh: ABCB1 efflux pump inhibitors, primary screen, cell-based, multiplex, flow cytometry, ABCG2 counter-screen; CCRF-Adr cells, JC-1 efflux; inhibition, % at 6.6 µM; 190,000 tested, 0.067% active; in the data active means inhibition above about 40%;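 further: 0% = vehicle and 100% = reference inhibitor; higher value means more JC-1 retained so stronger ABCB1 efflux block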
RGS8-Gao: RGS8-Galphao binding modulators, primary screen, biochemical, multiplexed bead flow cytometry; actives lie on both sides; response (percent of control binding), % at 10 µM; 220,000 tested, 0.34% active; in the data active means response below about 60% or above about 140%; inactive means in between;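 further: Galphao activated as the GDP aluminium fluoride complex binding bead-coupled RGS8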
RGS7-Gao reg: RGS7-Galphao binding modulators, primary screen, biochemical, multiplexed bead flow cytometry; actives lie on both sides; binding response (% of control), % at 10 µM; 220,000 tested, 0.35% active; AID 1439, 2008; in the data active means binding response below about 49% or above about 150%; inconclusive means no clear call, values can overlap the other calls; inactive means in between;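 further: fluorescent Galphao held in activated GDP-AlF4 state binding bead-coupled RGS7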
Bcl-XL Bim block: inhibitors of Bim-Bcl-XL binding, primary screen, biochemical, multiplexed, bead flow cytometry, human Bcl-XL; Bcl-2-like protein 1 (Homo sapiens), Q07817; inhibition, % at 10 µM; AID 1007, 2008; 190,000 tested, 0.04% active; Bim peptide-Bcl-XL binding, fluorescence
Target sequence (Q07817 whole entry, looked up): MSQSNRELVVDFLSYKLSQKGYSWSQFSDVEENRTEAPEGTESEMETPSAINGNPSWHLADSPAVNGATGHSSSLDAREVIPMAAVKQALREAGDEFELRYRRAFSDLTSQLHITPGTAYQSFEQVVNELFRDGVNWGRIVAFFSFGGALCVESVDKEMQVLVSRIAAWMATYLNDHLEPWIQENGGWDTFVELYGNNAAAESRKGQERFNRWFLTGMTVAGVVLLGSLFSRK
GSH bead fluor: compound fluorescence on glutathione beads, profiling panel, artefact control, biophysical, 488/530 nm, flow cytometry. 190,000 tested, 0.25% active. fluorescence (KMESF) at 10 µM. GSH beads flow cytometry, compound fluorescence 488/530 nm; active compounds read high; in the data active means fluorescence above about 89;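 further: glutathione beads carrying GST-tagged Bcl family fusion proteins plus one bare bead set; values are compound well signal with DMSO vehicle wells as background; inactives centre near 16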
Bim-Bfl-1: inhibitors of Bim binding to Bfl-1, primary screen, biochemical, multiplexed, bead-based flow cytometry; AID 1008, 2008; Bim-Bfl-1 binding inhibition; 190,000 tested, 0.12% active; inhibition, % at 10 µM; Bcl-2-related protein A1 (Homo sapiens), Q16548;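 further: 0% = wells without compound plus tracer and 100% = blocker peptide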
* = called active by the depositor; ? = inconclusive. Unless noted, no stated cut-off is given here; in the data, active means inhibition above about 40%. Rows are unselected, and some 1.1% of all compounds hit somewhere here.

SMILES	Bcl-B Bim block	ABCG2 inh	RGS4-Gao reg	Bcl-W Bim block	Bcl-2 Bim block	ABCB1 inh	RGS8-Gao	RGS7-Gao reg	Bcl-XL Bim block	GSH bead fluor	Bim-Bfl-1
O=C(NC1CCN(C(=O)Nc2cccc(F)c2)CC1)C1CCCCC1	-6	2	100	-4	0	0.4	97	95	-4	15	0
COc1ccccc1/C=C/C(=O)OCCN1CCOCC1	-9	-2	97	-6	-6	0.2	102	99	-8	10	-13
COCCn1c(=O)[nH]c2cc(C(=O)NCCN3CCN(c4ccc(OC)cc4)CC3)ccc2c1=O	-3	-1	100	3	-11	0.0	103	100	-2	21	-17
O=C(CSc1ccsc1[N+](=O)[O-])NCc1ccco1	-8	6	103	0	-2	1.3	103	?	-2	16	-5
CC1CCCCC1NC(=S)Nc1ccc(Cl)cc1Cl (stereo not given)	-1	22	103	-5	-4	0.8	100	96	0	11	0
CCN1CCCC1CNC(=O)CCc1nnc(CCC2CCCCC2)o1 (stereo not given)	2	3	98	1	3	0.4	100	98	1	25	-2
CCOC(=O)c1cnc(-c2ccccc2)nc1Oc1ccc(OC)cc1	0	5	100	-2	0	0.8	102	98	-1	12	-5
COc1ccc(-c2nn(C)c(=O)c3ccccc23)cc1NC(=O)Cn1nc(-c2ccccc2)c2ccccc2c1=O	-1	1	97	-1	0	3.9	101	93	-1	13	-1
CCOC(=O)c1csc(NC(=O)c2ccc(N3C(=O)CCC3=O)cc2)n1	-5	3	102	0	-4	-0.1	102	100	-3	16	-3
CS(=O)(=O)N(CC(=O)N1CCN(c2ccccc2)CC1)c1cccc(Br)c1	-4	3	101	0	-5	1.0	102	101	-2	18	0
CCNC(=S)N1CCN(S(=O)(=O)c2ccc(C)cc2)CC1	0	-2	103	-1	1	-0.6	102	104	-1	67	-1
Cc1sc2ncnc(NCCc3ccc(S(N)(=O)=O)cc3)c2c1C	-5	4	101	0	-5	0.2	101	99	-1	16	-13
CC(=O)Nc1ccc(Sc2ncnc3scc(-c4ccccc4)c23)cc1	-13	0	102	-5	-8	0.4	101	102	-4	15	-11
CCOC(=O)Cn1c(=O)n(C2CCCC2)c(=O)c2ccccc21	-2	3	97	-3	0	0.7	98	99	-2	19	0
CC(C)OC(=O)c1ccc(NC(=O)c2ccco2)cc1	-3	0	106	3	-5	-0.1	103	102	-2	48	-8

The final 3 records of the part above open the next one:
SMILES	Bcl-B Bim block	ABCG2 inh	RGS4-Gao reg	Bcl-W Bim block	Bcl-2 Bim block	ABCB1 inh	RGS8-Gao	RGS7-Gao reg	Bcl-XL Bim block	GSH bead fluor	Bim-Bfl-1
CC(=O)Nc1ccc(Sc2ncnc3scc(-c4ccccc4)c23)cc1	-13	0	102	-5	-8	0.4	101	102	-4	15	-11
CCOC(=O)Cn1c(=O)n(C2CCCC2)c(=O)c2ccccc21	-2	3	97	-3	0	0.7	98	99	-2	19	0
CC(C)OC(=O)c1ccc(NC(=O)c2ccco2)cc1	-3	0	106	3	-5	-0.1	103	102	-2	48	-8
CN(Cc1cccc(Cl)c1Cl)C(=O)c1ccc(NC(=O)CC#N)cc1	-6	-3	101	-4	-4	-0.5	99	103	-8	11	-4
CC(NC(=O)CC(O)(C(F)(F)F)C(F)(F)F)c1ccccc1 (stereo not given)	2	2	102	0	1	0.3	102	102	0	21	0
COc1cc(/C=N/NC(=O)c2cc(-c3ccc4c(c3)OCO4)n[nH]2)ccc1O	-4	-1	95	3	6	-1.3	82	95	-1	6	0
CCOC(=O)c1c(C)[nH]c(C(=O)COC(=O)CCSc2ccccc2)c1C	-7	7	99	-1	-6	-0.5	99	100	-7	11	-1
O=C(N/C(=C/C=C\c1ccccc1)C(=O)N1CCOCC1)c1ccc(Br)cc1	-2	7	99	0	-5	0.9	98	?	0	15	-4
Cc1ccc(C2C=C(c3ccc4c(c3)OCO4)Nc3ncnn32)cc1 (stereo not given)	0	5	102	0	1	0.2	99	99	-1	11	-1
COc1ccc(-c2ccc(SCC(=O)Nc3nnc(C)s3)nn2)cc1	-3	1	115	1	-1	0.5	113	112	-2	14	-5
CC(=O)Nc1ccc(NCC(O)COc2ccccc2)cc1 (stereo not given)	-4	1	103	0	-3	0.2	101	104	-3	45	-9
CC(=O)NC1C2CN3CCN(C2)CC1(Cc1ccccc1)C3 (stereo not given)	-3	-1	98	-4	-1	-1.5	102	100	-2	22	-2
CCOC(=O)N1CCN(C(=O)COc2ccc(Cl)c(C)c2)CC1	-4	-1	103	-1	0	-0.2	102	102	0	15	-4
CC(C)c1ccc(CN2CCN(C(=O)CCl)CC2)cc1	-1	6	106	-1	-2	1.1	104	104	1	28	1
NNC(=S)NCCc1ccccc1	-1	2	98	-4	2	-0.8	103	99	1	14	5
O=C(CCl)Nc1cc(S(=O)(=O)N2CCOCC2)ccc1N1CCOCC1	-1	4	96	-1	0	0.6	96	?	0	12	-3
CC1CCCN(S(=O)(=O)c2ccc3c(c2)CCN3C(=O)C2CCC2)C1 (stereo not given)	-8	2	72	0	-2	0.5	89	97	-3	38	-10
COC(=O)c1ccccc1NC(=O)C1CCN(S(=O)(=O)c2cc(OC)ccc2OC)CC1	-1	4	103	-2	-7	1.9	106	96	-1	6	-1
CN(C)c1nnnn1Cc1ccccc1	0	-1	101	1	1	-0.1	101	99	-2	9	-3
O=S(=O)(NCc1ccc(F)cc1)c1ccc2c(c1)OCCO2	-2	0	100	0	-4	0.0	103	98	-4	47	-7
CCC(C)(C)n1nnnc1C(c1ccccn1)N1CCN(c2cccc(OC)c2)CC1 (stereo not given)	-5	2	93	-2	-1	1.1	100	99	-8	28	-5
O=C(Cc1ccc(Cl)cc1)Nc1ccccc1C(=O)Nc1ccc(C(=O)O)cc1	-3	1	96	-2	-5	-0.1	103	96	-4	10	-7
Cn1c(=O)c2ncn(CC(=O)NCCC3=CCCCC3)c2n(C)c1=O	-4	4	96	-4	-9	-0.2	99	98	-6	27	-7
CN(C)S(=O)(=O)c1cccc(N=C2NN=C(c3ccccc3)CS2)c1	-6	-2	99	0	-7	-0.6	95	104	-8	12	4
CCOC(=O)c1sc(NC(=O)Cn2nnc3sc4c(c3c2=O)CCC(C(C)(C)C)C4)nc1C (stereo not given)	-2	-18	99	-1	-2	-4.8	98	99	-7	14	1
CC(C)N(CCCNC(=O)CC1Oc2ccccc2NC1=O)Cc1ccccc1 (stereo not given)	-2	7	102	-2	-3	1.0	112	100	-4	23	-3
CC(=O)Nc1cccc(NC(=O)c2cc(C)on2)c1	-8	21	84	-4	-5	-0.4	97	102	-5	26	-19
CC(C)(CS(=O)(=O)[O-])NC(=O)CC[N+](C)(C)CCO	-5	0	107	0	-6	-0.1	73	77	-4	57	-10
Cc1ccsc1C1Nc2ccc3ncccc3c2C2=C1C(=O)CC(C)(C)C2 (stereo not given)	-9	4	101	-2	-4	3.4	101	101	-3	26	0
COc1cc(C2NC(=O)NC(C)=C2C(=O)OC(C)C)ccc1OC(=O)c1ccco1 (stereo not given)	-4	4	107	-1	0	0.8	105	105	-4	16	-3
Cc1nc2ccccn2c1C(=O)C(=O)Nc1cc(F)ccc1F	-5	2	105	-4	0	0.3	104	110	0	24	-4
O=C(NC1CCN(Cc2ccccc2)CC1)C1CCCN(S(=O)(=O)c2cccc3nonc23)C1 (stereo not given)	1	1	103	4	-7	0.3	102	103	-3	7	-7
O=C(/C=C/c1ccc(Cl)cc1Cl)NCc1ccncc1	-1	3	105	-3	-10	0.4	100	108	-5	25	0
COC(=O)CNC(=O)c1ccc(OC2CCN(C(=O)C3CC3)CC2)cc1	-4	2	99	-3	-5	0.4	99	105	-2	15	-9
CCOc1ccc(C(=O)CC(=O)C(=O)NCCc2ccc(OC)c(OC)c2)cc1	-3	-2	102	0	6	-0.3	103	99	-2	5	2
CC1(C)N(O)CC(c2cccs2)=[N+]1[O-]	1	1	100	5	0	-0.3	101	101	0	31	-2
CCOc1ccc(N=C2SC(C(=O)O)CC(=O)N2C)cc1 (stereo not given)	-9	1	94	-1	-10	0.2	94	94	6	28	-18
COc1ccccc1NS(=O)(=O)c1cc(NC(=O)CCNC(C)=O)ccc1C	-9	1	108	-2	-2	0.3	108	104	-2	15	-7
CCCCOc1ccccc1C1CC(=O)NC2=C1C(=O)CCC2 (stereo not given)	1	0	106	-2	-3	0.3	104	107	-2	22	-4
CC(=O)Nc1ncc2c(n1)CC(c1ccco1)CC2=O (stereo not given)	-11	3	97	-2	-8	0.5	98	94	-3	26	-12
CCN(CC)CCCOC(=O)c1ccc(OC)cc1O	-2	4	93	0	0	0.8	95	93	-2	10	-4

Structures shown so far that have a Cl atom, in the order listed:
SMILES	Bcl-B Bim block	ABCG2 inh	RGS4-Gao reg	Bcl-W Bim block	Bcl-2 Bim block	ABCB1 inh	RGS8-Gao	RGS7-Gao reg	Bcl-XL Bim block	GSH bead fluor	Bim-Bfl-1
CC1CCCCC1NC(=S)Nc1ccc(Cl)cc1Cl (stereo not given)	-1	22	103	-5	-4	0.8	100	96	0	11	0
CN(Cc1cccc(Cl)c1Cl)C(=O)c1ccc(NC(=O)CC#N)cc1	-6	-3	101	-4	-4	-0.5	99	103	-8	11	-4
CCOC(=O)N1CCN(C(=O)COc2ccc(Cl)c(C)c2)CC1	-4	-1	103	-1	0	-0.2	102	102	0	15	-4
CC(C)c1ccc(CN2CCN(C(=O)CCl)CC2)cc1	-1	6	106	-1	-2	1.1	104	104	1	28	1
O=C(CCl)Nc1cc(S(=O)(=O)N2CCOCC2)ccc1N1CCOCC1	-1	4	96	-1	0	0.6	96	?	0	12	-3
O=C(Cc1ccc(Cl)cc1)Nc1ccccc1C(=O)Nc1ccc(C(=O)O)cc1	-3	1	96	-2	-5	-0.1	103	96	-4	10	-7
O=C(/C=C/c1ccc(Cl)cc1Cl)NCc1ccncc1	-1	3	105	-3	-10	0.4	100	108	-5	25	0
